# MITF TRPM1 inh: reduces MITF-dependent TRPM1 promoter luciferase signal; SK-MEL-5 TRPM1 promoter luciferase, 24 h; inhibition, % at 12.5 µM; 0.83% of 330,000 active; AID 488899;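 active means mean inhibition across replicates of 60% or more, whatever share of single replicates reaches that level; inconclusive means some that reach 60%, reason not given; inactive means mean inhibition across replicates below 60%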; further: values of inactives mirror those of a sister screen read the other way
# Exocytosis inh: blocks lytic granule exocytosis; TALL-104 LAMP-1 surface exposure, flow cytometry; cells stimulated with thapsigargin and PMA; inhibition, % at 10 µM; 0.66% of 360,000 active;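 active means inhibition above about 55%, limit read from the data; inconclusive means no clear call, values can overlap the other calls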
# NR2E3 ag-1: human photoreceptor-specific nuclear receptor agonism; Q9Y5X4; inhibition of corepressor binding, % at 3.98 µM; CHO-S Gal4-NCOR/VP16-NR2E3 two-hybrid, luciferase; 0.35% of 360,000 active; AID 602229;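 active means inhibition above the mean of all tested compounds plus 3 SD, cut at about 70% in these data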;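 further: 0% = DMSO with NR2E3 transfected cells and 100% = cells lacking NR2E3 construct; higher means lower luciferase signal from less NR2E3 corepressor binding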
# Target sequence (Q9Y5X4 whole entry, looked up, the tested form may be a part): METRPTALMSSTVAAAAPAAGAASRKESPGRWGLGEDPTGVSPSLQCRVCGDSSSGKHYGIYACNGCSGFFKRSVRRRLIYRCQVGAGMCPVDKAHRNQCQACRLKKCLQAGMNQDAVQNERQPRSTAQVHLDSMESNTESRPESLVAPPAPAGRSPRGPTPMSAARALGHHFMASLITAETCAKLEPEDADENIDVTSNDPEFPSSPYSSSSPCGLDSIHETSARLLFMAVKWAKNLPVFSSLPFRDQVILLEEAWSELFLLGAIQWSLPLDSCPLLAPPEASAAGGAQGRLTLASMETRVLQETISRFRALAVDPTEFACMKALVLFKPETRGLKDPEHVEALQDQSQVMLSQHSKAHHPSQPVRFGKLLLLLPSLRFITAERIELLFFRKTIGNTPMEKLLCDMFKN
# NR2E3 ag-2: NR2E3 (human) agonism; inhibition of corepressor binding, % at 4.78 µM; 0.12% of 320,000 active; AID 2300; GST-NR2E3/biotin-RetCOR TR-FRET, 1536-well;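 active means percent inhibition above the cutoff of mean plus 3 SD of all tested compounds, set per screening campaign, cut at about 20% in these data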;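 further: 0% = DMSO wells and 100% = biotin wells as full block of FRET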
#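 Material: NR2E3–RetCOR corepressor complex / Amount: 1.35 nM GST-NR2E3 / Medium: Tris pH 7.5 / Compound: single nominal compound dose of 4.8 µM / Incubation: 5 h at 4 °C / Technique: TR-FRET, Eu(K)-anti-GST donor, streptavidin-D2 acceptor, ex 340, em 617/671 nm / Read-out basis: percent loss of FRET ratio relative to control wells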
# iPSC survival up: enhancers of human iPSC single-cell survival; 0.044% of 360,000 active; survival enhancement, % at 20 µM; hiPSC single-cell survival, ATPlite luminescence; 100% = ROCK inhibitor wells, 0% = DMSO; in the data active means survival enhancement above about 18%;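 further: cells exposed to compounds for 16 hours before the ATP read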
# CaV13 ICDI inh: Disruptors of the CACNA1D IQ motif to Ca2+-dependent inactivation inhibitor domain association, primary screening, Förster resonance energy transfer in intact living …; HEK cells, CFP/YFP FRET ICDI-IQ, plate reader, 10 min; percent FRET-ratio fall versus neutral wells; inhibition, % at 12.3 µM; 0.098% of 340,000 active; AID 743397;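 active means mean replicate inhibition of at least 30% and at least 1% of replicates passing that level; inconclusive means only one of the two criteria is met; inactive means neither criterion is met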;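 further: 0% = median of the neutral control wells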
# Vif imaging: blocks HIV Vif function; HEK293T cells, Vif self-association by quenched fluorescence, imaging, 24 h; inhibition, % at 7.49 µM; 0.35% of 340,000 active; in the data active means inhibition above about 50%, passing the limit was not always enough; inconclusive means no clear call, values can overlap the other calls; inactive means below about 31%; further: some results filed as inactive read as strong as hits
# Peg3 promoter: inhibitors of Peg3 promoter; HeLa PEG-Prom luciferase reporter, luminescence, overnight; inhibition, % at 20 µM; 1.7% of 360,000 active;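 active means inhibition of at least 50% at 20 µM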
# HIF-2a inh: HIF-2a inhibition. 0.72% of 360,000 active. inhibition, % at 18.8 µM. 786-0 RCC cells HIF-2a reporter, luciferase luminescence, overnight;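 active means inhibition of the luminescence signal of 40% or more relative to plate controls, in a single-dose primary screen at 18.75 µM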
# aDG glyco up: increases alpha dystroglycan glycosylation; Pro5-aDG cells, alpha-DG glycosylation AlphaScreen (IIH6); 0% Pro5, 100% B10-LARGE cell signal; activation, % at 10 µM; 0.22% of 360,000 active; AID 624168;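 active means activation of at least 8% versus controls, or a plate z-score of at least 8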;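 further: Pro5 are CHO cells carrying HIG-tagged alpha-DG that lacks glycosylation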
# PDI inh: PDI (human) enzyme inhibition. P07237. PDI insulin aggregation turbidity, A650, 90 min. inhibition, % at 10 µM. 0.052% of 350,000 active;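 active means mean inhibition across replicates of 30% or more, whatever share of single replicates reach that level; inconclusive means mean inhibition below 30% while every single replicate reaches 30%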;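 further: absorbance from insulin aggregation driven by PDI reduction with DTT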
# Target sequence (P07237 whole entry, looked up): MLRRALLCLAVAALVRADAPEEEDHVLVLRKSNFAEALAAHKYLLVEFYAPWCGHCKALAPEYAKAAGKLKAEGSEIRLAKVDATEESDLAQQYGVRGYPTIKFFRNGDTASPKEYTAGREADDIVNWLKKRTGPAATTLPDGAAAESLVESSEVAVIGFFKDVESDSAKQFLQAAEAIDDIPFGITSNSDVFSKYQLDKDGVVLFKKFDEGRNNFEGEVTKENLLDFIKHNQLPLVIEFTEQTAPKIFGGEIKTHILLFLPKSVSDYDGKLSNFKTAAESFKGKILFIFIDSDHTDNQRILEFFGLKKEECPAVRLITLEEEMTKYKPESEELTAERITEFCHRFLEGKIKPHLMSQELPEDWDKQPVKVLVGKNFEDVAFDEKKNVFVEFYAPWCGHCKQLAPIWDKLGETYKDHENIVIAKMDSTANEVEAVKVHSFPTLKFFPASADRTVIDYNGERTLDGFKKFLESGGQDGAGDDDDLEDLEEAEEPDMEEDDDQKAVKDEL
# The depositor's hits bear a star; ? = inconclusive; nt = not tested or not shown. Random draw from the library; 3.5% or so of the library scored in one or more.
canonical_smiles	MITF TRPM1 inh	Exocytosis inh	NR2E3 ag-1	NR2E3 ag-2	iPSC survival up	CaV13 ICDI inh	Vif imaging	Peg3 promoter	HIF-2a inh	aDG glyco up	PDI inh
C/C(=N/Nc1cc(-c2ccccc2)nc(-c2ccccc2)n1)c1ccc(O)cc1	5.1	8.1	-28.9	-0.2	-2.3	-3.9	-13.0	-105.8	-233.7	0.2	6.1
C/C(CC(=O)Nc1cccnc1)=N\NC(=O)c1ccc([N+](=O)[O-])c(Cl)c1	0.7	-0.7	-18.6	0.8	2.0	1.4	8.0	8.7	16.6	-0.1	-1.8
COc1ccc(NC(C)=O)cc1S(=O)(=O)NC(Cc1ccccc1)C(=O)NCc1ccccc1C (stereo not given)	-6.9	-2.3	-26.3	1.7	-0.3	-2.6	-9.5	-28.6	-50.5	0.0	-6.0
Cc1ccc(S(=O)(=O)/N=C(/Nc2c(C)n(C)n(-c3ccccc3)c2=O)c2ccc(Cl)cc2)cc1	12.1	4.2	-10.7	0.1	8.7	-6.4	-1.5	0.8	12.5	0.0	-11.6
O=C(/C=C\c1cn(-c2ccccc2)nc1-c1ccccc1)Nc1nccs1	4.4	8.2	4.3	2.8	-0.3	-17.2	0.7	14.0	-43.2	0.0	-8.5
Cn1c(=O)[nH]c(=O)c2c1nc(Br)n2C/C=N/Nc1ccccc1	11.8	-5.1	-3.7	2.2	-0.5	-1.8	28.2	17.7	4.3	0.1	2.1
CCOP(=O)(c1ccc(N(C)C)cc1)C(O)c1ccc(OC)cc1 (stereo not given)	2.3	6.1	-13.9	3.5	0.1	-8.3	0.3	-3.7	13.8	0.0	-14.6
CCC12OC(=N)C(C#N)(C1C)C(C#N)(C#N)C(c1ccccc1)O2 (stereo not given)	7.9	-3.1	-9.1	3.7	-2.0	-6.1	-1.4	6.2	19.4	-0.1	-5.5
COc1ccc(/C(N)=N/OC(=O)Cc2cccs2)cc1OC	-12.7	1.2	-4.6	4.3	3.8	-3.9	-3.1	-111.6	-129.2	-0.1	-0.1
O=C(NCC#CCOCc1ccccc1)c1ccccc1	5.9	-5.9	1.1	0.2	-0.9	37.3*	-2.5	-20.1	-15.7	0.0	-1.3
Cc1ccc(S(=O)(=O)N2CCC(=O)N([C@H](COCc3ccc(Cl)cc3)Cc3ccccc3)CC2)cc1	nt	-2.6	7.0	nt	-0.2	-6.2	nt	nt	5.1	0.3	nt
CCCCCCn1c(=O)[nH]c2c(c1=O)CCC2	-12.1	3.1	-19.5	0.0	-0.4	-21.1	11.5	-54.2	-58.2	0.0	0.7
CC1=C(C#N)C2C(/C1=N/O)C2(C)C (stereo not given)	-1.3	-1.0	-27.9	2.1	4.1	-7.7	nt	4.0	-1.8	0.0	-3.2
Cc1ccc(-c2nc3c(c(SCC(=O)N4CCCC4)n2)COC(C)(C)C3)cc1	nt	-6.8	3.9	nt	1.1	-4.3	0.9	7.6	6.6	-0.4	-5.0
COc1ccc(N=C2SCC(c3ccccc3)=NN2C)cc1	-38.3	-11.6	-47.3	4.0	0.8	-4.6	2.2	-108.4	-149.8	0.3	-3.7
N#CCCn1cc(C(=O)O)c(-c2cc3ccccc3o2)n1	-9.6	-6.2	4.3	0.0	-1.2	-5.0	6.5	-12.0	7.1	-0.1	2.8
CCc1ccccc1NC(=O)NCc1cccnc1	10.1	0.0	-5.4	-1.4	-0.3	nt	-8.0	8.4	10.6	0.0	8.1
CCN1CCN(CCC(=O)Nc2ccc(C)cc2)CC1	8.5	10.7	7.8	nt	0.1	-3.0	-4.5	26.1	10.0	-0.2	-7.6
COCCCN1C(=O)C(CC(=O)NC2CCCCC2)CC(C(=O)N(C)C)=C1C (stereo not given)	nt	-1.5	-17.3	nt	4.8	-4.4	-3.6	-8.0	3.9	-0.1	-5.9
NC(=S)NN=C1CCCCCCCCCC1	21.4	10.9	0.1	nt	-0.4	-9.6	-0.5	10.9	11.4	2.2	-9.6

# 3 compounds out of the list, arranged by molecular weight, low to high.
canonical_smiles	MITF TRPM1 inh	Exocytosis inh	NR2E3 ag-1	NR2E3 ag-2	iPSC survival up	CaV13 ICDI inh	Vif imaging	Peg3 promoter	HIF-2a inh	aDG glyco up	PDI inh
CCc1ccccc1NC(=O)NCc1cccnc1	10.1	0.0	-5.4	-1.4	-0.3	nt	-8.0	8.4	10.6	0.0	8.1
N#CCCn1cc(C(=O)O)c(-c2cc3ccccc3o2)n1	-9.6	-6.2	4.3	0.0	-1.2	-5.0	6.5	-12.0	7.1	-0.1	2.8
Cc1ccc(-c2nc3c(c(SCC(=O)N4CCCC4)n2)COC(C)(C)C3)cc1	nt	-6.8	3.9	nt	1.1	-4.3	0.9	7.6	6.6	-0.4	-5.0

# Other records
canonical_smiles	MITF TRPM1 inh	Exocytosis inh	NR2E3 ag-1	NR2E3 ag-2	iPSC survival up	CaV13 ICDI inh	Vif imaging	Peg3 promoter	HIF-2a inh	aDG glyco up	PDI inh
CC(=O)Nc1ccc(N2C(=O)CC(N3CCN(Cc4ccc5c(c4)OCO5)CC3)C2=O)cc1 (stereo not given)	-5.0	-0.3	-14.8	4.0	1.7	-5.2	-3.3	22.6	10.8	-0.3	-5.3
CCOc1ccc(C2OC34CCCCC3C(C#N)(C#N)C2(C#N)C(=N)O4)cc1OC (stereo not given)	4.9	-2.5	-39.0	-2.6	-1.0	nt	nt	-3.2	9.7	0.2	6.6
CCCCn1nnnc1SCC(=O)N1CCN(C(=O)c2ccco2)CC1	7.0	5.2	-10.2	0.3	-1.5	3.1	16.2	2.8	6.7	0.0	6.1
O=C(Nc1ccccc1)c1ccccc1C(=O)N1CCCCC1	-14.0	4.7	-23.5	3.9	2.9	-2.4	-2.3	-7.1	-14.3	0.0	4.0
NC(=O)c1nsc(C(=O)N(Cc2ccc(F)cc2)C(C(=O)NCC2CCCO2)c2ccc(F)cc2)c1N (stereo not given)	0.2	11.4	10.5	0.7	0.2	-2.8	5.5	0.0	2.7	0.1	6.2
COC(C(=O)N1CCC(n2nccc2NC(=O)C2CC2)CC1)c1ccccc1 (stereo not given)	-46.7	0.0	-67.8	2.1	-0.5	-6.9	-1.5	-117.4	-138.0	-0.2	3.9
c1csc(-c2nc(NCCCN3CCOCC3)c3ccccc3n2)c1	3.7	0.0	-9.6	-1.0	0.1	-3.2	8.6	8.2	-0.2	0.0	7.9
CCSC1=NSC2=NC(=O)/C(=C\c3coc4ccccc4c3=O)C(=N)N12	12.8	7.0	-66.7	2.3	0.5	-18.5	8.3	-44.3	-54.9	0.1	-2.0
O=c1c([N+](=O)[O-])cc(C(F)(F)F)cn1Cc1cccc(Cl)c1	9.5	-1.8	-13.2	3.7	-3.1	-5.4	-6.1	16.1	8.1	1.0	1.8
O=C1NC(=S)N/C1=C/c1ccc2ccccc2c1	-22.1	9.4	-35.8	0.7	-0.5	-4.9	5.1	-39.7	-61.2	0.0	-3.8
CC(Sc1nc2ccc(C(=O)c3ccccc3)cc2[nH]1)C(=O)O (stereo not given)	9.0	-16.6	-23.5	3.3	-0.6	-19.2	-3.2	-8.6	15.8	-0.3	3.4
COC1CCN(C(=O)c2ccc(OC3CCN(Cc4ccccn4)CC3)cc2)CC1	-11.7	-3.0	-23.0	-2.6	0.1	-3.2	6.2	7.4	9.2	-0.2	-1.8
C=CCn1c(-c2oc3nc(-c4ccccc4)cc(-c4ccccc4)c3c2N)n[nH]c1=S	8.1	-0.7	-11.7	1.4	1.4	-5.6	-5.0	22.3	15.1	-0.2	-16.8
O=C(CCCl)N1c2ccccc2C=Cc2ccccc21	5.1	-3.7	-8.7	nt	-0.3	-4.9	-2.3	33.2	20.3	-0.1	-1.0
O=c1c2ccccc2c(C=Nc2cccc(O)c2)c(O)n1-c1ccc2c(c1)OCO2	17.3	13.3	-13.4	-0.9	-4.8	-6.9	-17.7	30.4	18.4	-0.4	-10.4
Cc1cc(-c2ccc(F)cc2)n2ncc(-c3ccccc3)c2n1	nt	-2.1	39.5	nt	-3.7	-5.7	3.3	-144.4	-50.4	-0.3	1.4
Cc1ccc(C(=O)NCc2ccc(N3CCN(C(=O)OC(C)(C)C)CC3)cc2)cc1	8.8	0.5	12.6	5.6	5.7	-2.8	-2.0	-6.3	-4.3	0.1	6.0
CC1CCN(c2ccccc2NC(=O)c2ccc(Br)o2)CC1	14.3	27.4	-35.8	0.5	0.2	-2.3	2.5	3.7	7.8	0.1	3.7
C=CC(C)(O)CCC=C(C)C (stereo not given)	5.7	3.8	-25.6	0.5	2.1	nt	6.2	-2.4	5.1	-0.1	nt
O=C(Nc1nnc(C2CC2)s1)c1ccc(S(=O)(=O)c2ccccc2)cc1	6.5	-0.3	11.1	-3.5	11.9	-3.0	8.9	16.4	10.5	-0.1	0.1
Cc1ccc(NC(=S)N(CCCN2CCOCC2)Cc2ccccn2)cc1Cl	-0.8	0.9	-14.3	-1.5	1.0	-5.4	7.8	16.7	12.1	-0.1	5.7
Cc1c(C)n(Cc2ccc(Cl)cc2)c2ccc(C(=O)NCCCN3CCOCC3)cc12	1.8	35.0	33.2	-0.6	1.0	-5.5	-12.1	47.1	-4.3	0.2	9.1
CC(=O)Nc1c(-c2cc(=O)oc3cc(C)ccc23)oc2ccccc12	-22.8	1.4	-21.2	nt	-0.5	-16.4	-3.3	15.1	9.2	-0.2	-64.9
C/C(=N\Nc1ccc([N+](=O)[O-])cc1)c1ccc(N2CCOCC2)cc1	-38.4	6.8	-2.2	-0.1	-0.3	-10.0	?	-11.1	-3.8	-0.1	-0.2
CCc1nc2c(OCC(N)=O)cccn2c1N(C)C(=O)c1ccc(OC)cc1	nt	-3.1	-31.9	nt	0.7	-5.7	6.5	-3.7	14.4	0.0	3.7
CCn1cc(C(=O)OCC(=O)c2cc(C)n(-c3cccc(C(F)(F)F)c3)c2C)c(=O)c2ccc(C)nc21	5.1	0.6	17.2	-1.9	4.0	-10.2	-11.6	10.5	22.1	0.0	-3.0
CCOC(=O)C1CCCN(C(=O)c2ccc(OC)c([N+](=O)[O-])c2)C1 (stereo not given)	0.7	-8.0	11.7	0.0	-3.2	-4.5	-0.2	4.1	11.4	-0.1	-6.7
CC(=O)c1sc(Nc2ccc3c(c2)OCO3)nc1C	nt	-11.2	-65.3	nt	-2.4	nt	-5.1	-204.5	-271.2	0.4	nt
COc1ccc(/C=C/C(=O)OCn2c(SC)nnc(C)c2=O)cc1OC	7.2	1.9	-21.5	-1.1	-0.3	-3.9	-0.2	-4.3	3.4	-0.1	-7.7
CCN(CC)Cc1nc2sc(C)c(C)c2c(=O)[nH]1	-2.0	1.7	2.0	-2.9	1.7	-9.7	-3.3	5.3	8.7	0.0	-3.9
CCOC(=O)C1CCN(C2=C(NS(=O)(=O)c3ccc(Cl)cc3)C(=O)c3ccccc3C2=O)CC1	8.8	-3.2	-11.4	1.2	-0.1	-5.9	1.2	1.0	-4.8	-0.1	3.9
Fc1ccccc1-c1nnc2ccc3ccccc3n12	13.1	-4.8	11.3	4.8	0.4	-3.4	-1.4	7.2	4.9	0.0	3.1

# Screening data: PubChem, several laboratories
